NCI-60 one-dose screen, 48 h, at 10 µM unless noted. Numbers give growth in % (100 = growth as untreated, 0 = no growth, -100 = all killed).
A498: A498 renal cancer cells; hit rate 5.4% among 76,000; AID 1794774
SN12C: SN12C renal cancer cells. AID 1794767. hit rate 3.8% among 81,000
786-0: 786-0 renal cancer cells. hit rate 5.1% among 81,000. AID 1794775
PC-3: PC-3 prostate cancer cells; hit rate 3.9% among 80,000; AID 1794754
CAKI-1: CAKI-1 renal cancer; hit rate 4.7% among 75,000; AID 1794772
RXF 393: RXF 393 renal cancer cells | hit rate 6.9% among 77,000 | AID 1794773
ACHN: ACHN renal cancer. hit rate 4.9% among 81,000
UO-31: UO-31 renal cancer. hit rate 5.2% among 81,000
TK-10: TK-10 renal cancer cells; hit rate 3.9% among 81,000; AID 1794769
An asterisk follows results filed as active; nt = no result given. Rule for the calls: active = growth percent below 10; inactive = the rest. Rows were taken by chance; overall some 11% were active at least once.

SMILES	A498	SN12C	786-0	PC-3	CAKI-1	RXF 393	ACHN	UO-31	TK-10
NC(=S)Nc1cccc(O)c1	115	96	100	105	90	120	90	80	92
COc1ccc(C2CC(c3cccc(Nc4ccncc4)c3)=NN2c2ccccc2)cc1 (configuration not stated)	78	81	-4.6*	37	52	nt	69	64	69
CCOC(=O)C1CN(Cc2ccccc2)C(=O)C1=O (configuration not stated)	92	108	105	92	nt	112	104	64	113
CC(=O)O[C@]1(C(C)=O)CC[C@H]2[C@@H]3C[C@H](Cl)C4=CC(=O)CC[C@]4(C)[C@H]3CC[C@@]21C	76	84	89	68	95	106	91	49	118
O=C(NS(=O)(=O)c1ccc(Cl)cc1)n1cc(-c2ccncc2)c(-c2ccc(Cl)c(O)c2)n1	100	68	106	77	87	61	54	56	119
COc1ccc(-c2cs/c(=N\N=C\c3ccccc3F)n2-c2ccccc2)cc1	100	81	73	48	56	121	55	68	79
Cc1ccc(NC(=O)c2ccccc2)cc1	100	96	84	94	103	99	109	94	108
CC(=O)Nc1ccc2c(c1)C(=Nc1ccccc1)c1ccccc1-2	91	99	114	90	88	80	99	87	99
COc1ccc(/C=C/C(=O)c2ccc(NC(=O)CSc3nc(-c4ccc(OC)c(OC)c4)c(C#N)c(=O)[nH]3)cc2)cc1OC	103	nt	99	89	82	73	53	84	104
O=[N+]([O-])c1cc(Cl)ccc1Nc1ccccc1	122	112	103	86	91	109	106	104	117
CCc1ccc(N(C(=O)C2CC2c2ccc(F)c(F)c2)C(C(=O)NC(C)(C)C)c2cc3cc(Br)ccc3nc2Cl)cc1 (configuration not stated)	93	98	105	84	nt	99	95	67	100
CC1(C)CC[C@]2(C(=O)N3CCCN(CC#N)CC3)CC[C@]3(C)C(=CC[C@@H]4[C@@]5(C)CCC(=O)C(C)(C)[C@@H]5CC[C@]43C)[C@H]2C1	109	102	98	94	81	nt	104	90	98
NC(=O)CSCc1ccccc1	100	96	99	79	92	109	103	98	99
CC(=O)c1c(/C=C/c2ccc(C(F)(F)F)cc2)c2ccccc2[nH]c1=O	95	74	70	72	41	83	30	52	71
FC(F)(F)c1ccc(-c2cnc(Cl)nc2NCCCC(F)(F)C(F)(F)C(F)(F)C(F)(F)C(F)(F)C(F)(F)C(F)(F)C(F)(F)F)cc1	105	108	102	89	93	109	99	90	110
Cc1ccccc1NCC(C)O (configuration not stated)	111	93	95	89	89	106	96	76	94
CC(NCCC(c1ccccc1)c1ccccc1)c1ccccc1 (configuration not stated)	64	86	73	48	42	nt	nt	33	58
Cc1cc(-c2ccc(N=Nc3c(N)c(S(=O)(=O)O)cc4cc(S(=O)(=O)O)ccc34)c(C)c2)ccc1N=Nc1c(N)ccc2cc(S(=O)(=O)O)ccc12	120	94	103	90	91	109	100	63	94
NNC(=S)Nc1ccc(S(=O)(=O)Nc2ccc(Cl)nn2)cc1	89	96	105	98	96	117	103	88	112
Cl/C(=N\Nc1ccccc1)c1ccccc1	nt	93	102	78	67	nt	92	73	97
CC(=O)OCC(=O)[C@@]1(O)CC[C@H]2[C@@H]3CC[C@@H]4C[C@H](O)CC[C@]4(C)[C@H]3C(=O)C[C@@]21C	92	102	105	96	89	95	107	96	110
Cc1ccc(CN(C(=O)CNC(=O)OC(C)(C)C)C(C(=O)NC(C)(C)C)c2ccccc2)o1 (configuration not stated)	111	111	95	97	115	78	102	82	129
C[C@H]1[C@H](C)CC[C@]2(C(=O)N3CCN(C)CC3)CC[C@]3(C)C(=CC[C@@H]4[C@@]5(C)C/C(=C/c6ccccn6)C(=O)C(C)(C)[C@@H]5CC[C@]43C)[C@H]12	105	89	103	61	59	104	100	73	133
COc1ccc(-c2nc(N)nc(-c3nc(N)nc(-c4ccc(OC)cc4)c3-c3ccc(OC)cc3)c2-c2ccc(OC)cc2)cc1	96	80	78	74	63	94	87	nt	59
CS(=O)(=O)Nc1ccc(C(=O)N=Nc2c(O)[nH]c3ccccc23)cc1	89	98	101	101	100	109	112	94	111
NS(=O)(=O)c1ccc(Nc2ccnc(SCC(=O)c3ccc(Br)cc3)n2)cc1	102	113	107	85	90	105	98	86	108
C=C1C(=O)O[C@@H]2[C@H]3[C@H](COC(C)=O)[C@@H](OC(C)=O)C[C@H]3C(=C)[C@@H](O)C[C@@H]12	121	93	86	89	88	100	86	88	82
CC(=O)Nc1ccc(C2NCC(=O)N2O)cc1 (configuration not stated)	114	95	106	97	112	126	104	86	98
CC(C)c1cc(C(=O)N2Cc3ccccc3C2)c(O)c2cnoc12	99	nt	103	101	97	113	92	91	101
CC(=O)N1CCN(CCNC(=O)n2cc(-c3ccncc3)c(-c3cc(O)cc(Cl)c3)n2)CC1	93	94	68	114	99	65	77	73	62
O=C(NC1C(O)c2ccccc2N2C(=O)CCC12O)c1cnco1 (configuration not stated)	94	101	104	99	nt	109	106	84	89
COc1ccc(/C=N/Nc2nc(-c3ccc(F)cc3)c(C#N)c(N3CCOCC3)n2)cc1O	86	84	67	75	nt	25	78	53	114
Cc1ccc(-n2cnc3c(NC(=O)Nc4ccccc4)ncnc32)c(-n2nc(C)cc2C)c1	68	87	96	93	87	98	89	68	102
CC(O)(c1ccc(Cl)cc1)C(CN1CCCCC1)c1ccccc1 (configuration not stated)	59	100	99	71	89	104	109	82	91
CCc1ccc(C2CC(c3cccc(O)c3)=NN2c2ccc(S(N)(=O)=O)cc2)cc1 (configuration not stated)	98	93	72	70	85	97	93	70	114
Cc1cc2c(-c3nc4cc(C(F)(F)F)ccn4c3NC3CCCCC3)c(O)c(O)cc2c(O)c1-c1c(C)cc2c(-c3nc4cc(C(F)(F)F)ccn4c3NC3CCCCC3)c(O)c(O)cc2c1O	96	57	53	64	nt	65	55	52	86
Sc1ccc(Br)cc1	93	nt	97	88	102	153	99	89	129
CCOc1cc(C(=O)Nc2ccc(Cl)cn2)cc(OCC)c1OCC	80	96	98	65	108	102	98	92	104
CCc1c(Cl)nc(N)nc1Nc1ccccc1Cl	nt	105	107	nt	84	104	101	97	98
NC(=S)N1CCCC1	123	98	103	99	84	nt	99	88	102
C[C@H]1[C@H](C)CC[C@]2(C(=O)NCC(=O)OCC#CCN3CCN(C)CC3)CC[C@]3(C)C(=CC[C@@H]4[C@@]5(C)CCC(=O)C(C)(C)[C@@H]5CC[C@]43C)[C@H]12	105	94	103	78	82	100	101	81	109
O=Cc1cc2ccccc2nc1Nc1nc2ccccc2s1	62	88	104	104	90	118	101	85	119
Clc1ccc2c(Cl)ccnc2c1	108	100	106	99	103	108	115	91	104
O=C(CCCCCCC(=O)c1ccccc1)c1ccccc1	100	99	99	96	nt	109	110	86	97
COc1ccc(S(=O)(=O)N2CCN(C)CC2)cc1NC(=O)c1[nH]c(C)c2c1CCCCC2=O	61	60	59	nt	21	84	59	37	33
C/C(=N/O)c1ccc(N2C(=O)c3ccc(C(=O)O)cc3C2=O)cc1	101	98	103	99	94	97	100	89	94
C=CCOC(=O)C1=C(C)NC2=C(C(=O)CC(C)(C)C2)C1c1ccc(F)cc1 (configuration not stated)	93	88	93	79	86	102	96	82	113
COc1cc([N+](=O)[O-])c2ncccc2c1	90	98	111	90	103	101	103	75	113
CCOC(=O)C(C(=O)OCC)(c1ccccc1)C1CCCC1	107	100	101	91	93	123	101	91	103
COc1ccc2[nH]cc(-c3nc(-c4cn(C)c5ccncc45)cs3)c2c1	89	96	79	48	67	-87*	84	78	79
Additional results:
SMILES	A498	SN12C	786-0	PC-3	CAKI-1	RXF 393	ACHN	UO-31	TK-10
CCCCCN1C=C/C(=C\C(=O)N(C)c2cccc(Br)c2)c2ccccc21	nt	102	97	100	99	109	104	93	99
COc1ccc(-c2cnc3nonc3n2)c(OC)c1	106	101	100	88	104	114	107	81	115
CC1COS(=O)(=O)C1 (configuration not stated)	115	103	97	100	nt	105	96	80	104
CCOC(=O)/C=C\C(OCC)OCC	93	99	100	98	nt	111	119	98	92
CNC(=O)c1nc(Nc2ccc(NC(=O)Nc3ccc(Cl)cc3)cc2)c2ccccc2n1	nt	103	102	103	84	102	94	80	109
N/C(=N/N=C/c1cc(Br)cc(Br)c1O)NO	164	104	104	102	97	112	109	84	104
CSCC[C@H](NC(=O)[C@H](Cc1c[nH]c2ccccc12)NC(=O)[C@H](C)NC(=O)OC(C)(C)C)C(=O)N[C@@H](CC(=O)O)C(=O)N[C@@H](Cc1ccccc1)C(N)=O	84	96	109	88	95	114	109	73	127
OCc1c[nH]c2ccccc12	102	91	101	78	85	105	87	72	129
O=C(O)c1cccc(Cl)n1	102	96	102	95	96	103	108	89	88
CC1(C)CC(=O)C(N=Nc2c(C(=O)O)ccc3c2C(=O)c2ccccc2C3=O)=C(O)C1	94	104	108	97	87	102	98	78	107
O=C(Nc1ccc(Oc2ccccc2)cc1)Nc1ccc2c(ccn2C(=O)c2cccc(F)c2)c1	84	70	81	93	102	39	101	85	93
CCCCC[C@H](OC)c1ccccc1[C@@H]1O[C@@H](CCCC(=O)OC)[C@H](O)[C@H]1O	71	103	103	98	nt	108	104	100	nt
NS(=O)(=O)c1ccc(-n2cc(-c3cccc(NC(=O)c4cc(F)cc(F)c4)c3)nn2)cc1	126	108	112	117	98	123	114	107	122
C/C(=N/NC(N)=S)c1ccncc1	89	91	101	93	92	103	106	104	111
COc1ccc(COC2CCC(=O)N2)cc1O (configuration not stated)	nt	104	100	104	101	119	102	100	94
Cn1c(=O)c(C#N)c(-c2ccccc2)n2c(SCC(=O)c3ccccc3)nnc12	112	108	79	100	107	91	87	58	107
COc1cc(C(=O)/C=C/c2c(-c3cccs3)nc3sc(C)cn23)cc(OC)c1OC	-16*	29	7.6*	8.0*	-13*	-35*	13	-7.9*	8.3*
O=C1/C(=C/c2ccc([N+](=O)[O-])o2)Oc2ccccc21	70	-2.2*	-39*	43	-4.4*	-75*	-9.6*	-61*	-56*
Cc1ccc(S(=O)(=O)n2cnc(NS(=O)(=O)c3cc(C)c(Cl)cc3SCc3ccccc3)n2)cc1	96	102	100	104	102	144	99	76	110
COc1cc(C)c(C(O)(c2ccccc2)c2ccccc2)cc1C(C)C	nt	96	97	99	79	114	102	82	98
Cc1ccc(/C=C2\CN(C(=O)OC(C)(C)C)C/C(=C\c3ccc(C)cc3C)C2=O)c(C)c1	99	84	97	52	nt	98	97	79	113
CC(C)CCC[C@@H](C)[C@H]1CC[C@H]2[C@@H]3C=CC4=CC=CC[C@]4(C)[C@H]3CC[C@]12C	105	101	97	94	93	109	103	95	97
Brc1ccc(C2CC(n3nnnc3-c3ccccc3)=NN2)cc1 (configuration not stated)	nt	102	nt	105	102	113	104	90	101
O=C1CCC(=O)N1O	nt	99	111	96	nt	108	96	97	118
O=c1c2c3c(sc2n2c(CN4CCN(c5ccc(Cl)cc5)CC4)nnc2n1Cc1ccccc1)CCCC3	nt	98	91	84	91	123	94	83	88
COC(=O)/C(=N\Nc1nc(=S)[nH]n1N)C(C#N)c1ccccc1 (configuration not stated)	88	95	95	86	100	102	114	82	98
COc1ccc(-n2nc(C)c3c(Nc4ccc(NC(=O)Nc5c(Cl)cccc5Cl)cc4)ncnc32)cc1	63	77	55	nt	58	26	43	8.7*	60
Nc1nc2c(c(=O)[nH]1)C(c1ccc(F)cc1)C=C(C(=O)O)N2 (configuration not stated)	75	103	98	104	94	107	102	98	114
Cc1nc2ccccc2c(=O)n1-c1cccc(OCc2cn(-c3cccc(O)c3)nn2)c1	nt	97	107	88	nt	105	94	68	100
COc1ccc(CNNC(=O)c2ncc[nH]2)c(OC)c1OC	84	102	101	101	92	118	107	94	101
CCCNC(=O)c1c(NC(=O)C23CC4CC(CC(C4)C2)C3)sc2c1CCCC2	79	77	112	89	88	97	99	64	141
O=C(NCCN(CCNC(=O)C(=O)c1c[nH]c2ccccc12)CCNC(=O)C(=O)c1c[nH]c2ccccc12)C(=O)c1cc2ccccc2[nH]1	100	103	125	75	71	120	101	98	129
CCC(C)C(=O)O[C@H]1C[C@H](O)C=C2C=C[C@H](C)[C@H](CC[C@@H](O)C[C@@H](O)CC(=O)O)C21 (some centres not stated)	100	102	100	104	96	104	93	87	112

Screens from PubChem.
